# Screening data (PubChem)
# Mito fusion yeast: blocks mitochondrial division or promotes mitochondrial fusion; S. cerevisiae fusion-defective mutant growth rescue, CellTiterGlo 48 h; Potency, µM (highest dose often 46.1 µM), inactives show at the highest dose growth rescue (activation), actives largely listed as activators; hit rate 0.23% among 320,000; AID 485298;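 further: potency means the concentration at half of the fitted maximal effect; % of control where 0% means no effect; nearly all actives have a fitted effect of over 45% in size; temperature-sensitive fusion mutants such as fzo1-1 at 37 °C on non-fermentable ethanol glycerol medium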
#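 Luminescent cell viability in 1536-well qHTS format served as the measure of rescued growth in ts fusion-mutant S. cerevisiae cultured on non-fermentable YPEG for 48 hours at 37C.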
# TSHR antagonist: antagonists of human thyroid stimulating hormone receptor; P16473; TSHR-expressing cells, TSH-stimulated cAMP HTRF, 2 h; stronger effect = lower value; activity change, negative = inhibition, % at 11.5 µM; hit rate 0.2% among 330,000; AID 504810;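 active means activity change below a set negative limit, meaning inhibition stronger than a set level, cut at about -70% in these data; inconclusive means activity change between two set negative limits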; further: on the % scale 0 is the no-effect control and ±100 the full control effect
#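 TSHR-expressing cells, 200/well, pre-treated with compound, then stimulated with EC80 TSH (4nM final) for 2 hours at 37 deg C. cAMP measured by competitive HTRF: anti-cAMP cryptate antibody in lysis buffer plus cAMP-d2, read after 30 minutes at room temperature.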
# KCNH2 3.1 block: blocks the human KCNH2 3.1 channel isoform; U2OS KCNH2 3.1, thallium flux FluxOr; stronger effect = lower value; activity change, % (tested at about 1.8 µM); hit rate 0.95% among 340,000;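 active means maximum activity change below -70%; inconclusive means maximum activity change from -70% to -50%; inactive means maximum activity change above -50%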;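 further: thallium influx rate constant from kinetic fluorescence after stimulation buffer; on the % scale 0 is the no-effect control and ±100 the full control effect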
#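 Thallium flux read-out: FluxOr dye with Red40 quencher in HBSS/HEPES, 45 min at RT. Rate constants from kinetic reads were normalized to positive and negative DMSO controls. Cells: U2OS virally expressing the 3.1 isoform.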
# USP2a inh: blocks human ubiquitin-specific protease USP2a. O75604. USP2 core, Ub-CHOP2 coupled fluorogenic reporter, 485/531. Potency, µM (highest dose often 38.3 µM), for the others: at the top dose activity change, negative = inhibition, usual class: inhibitors. hit rate 0.01% among 330,000;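 further: potency means the concentration at half of the fitted maximal effect; plate controls were DMSO wells for no effect and full inhibition by NEM control for full effect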
# Target sequence (O75604 whole entry, looked up): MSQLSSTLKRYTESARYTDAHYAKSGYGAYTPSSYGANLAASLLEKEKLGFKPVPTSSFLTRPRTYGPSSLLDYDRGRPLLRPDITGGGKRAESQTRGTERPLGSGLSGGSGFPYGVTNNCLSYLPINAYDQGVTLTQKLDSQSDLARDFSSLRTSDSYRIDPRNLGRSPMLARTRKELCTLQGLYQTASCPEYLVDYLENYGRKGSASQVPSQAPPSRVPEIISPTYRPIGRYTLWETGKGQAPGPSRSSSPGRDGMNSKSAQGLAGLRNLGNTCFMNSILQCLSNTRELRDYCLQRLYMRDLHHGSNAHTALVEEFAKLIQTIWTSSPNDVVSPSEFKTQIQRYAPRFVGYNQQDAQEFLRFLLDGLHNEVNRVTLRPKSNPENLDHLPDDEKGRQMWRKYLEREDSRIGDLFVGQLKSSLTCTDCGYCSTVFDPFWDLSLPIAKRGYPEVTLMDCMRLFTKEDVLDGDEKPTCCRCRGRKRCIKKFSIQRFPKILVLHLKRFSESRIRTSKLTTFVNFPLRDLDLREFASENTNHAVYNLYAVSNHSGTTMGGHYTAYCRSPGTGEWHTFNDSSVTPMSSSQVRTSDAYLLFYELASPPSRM
#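 Deubiquitinase activity read as fluorescence (485/531 nm) after Ub-CHOP2 cleavage activates the enterokinase reporter on its substrate; USP2 core 10nM, Ub-CHOP2 and substrate 25nM each, 30min compound preincubation then 60min RT; data normalized to NEM, curves fitted.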
# hERG WT inh: KCNH2 (human, wildtype) channel inhibition. Q12809. U2OS, BacMam KCNH2, thallium flux FluxOr; stronger effect = lower value. activity change, % at 1.84 µM. hit rate 0.37% among 340,000. AID 720551;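 active means maximum activity change below -70%; inconclusive means maximum activity change between -70% and -50%; inactive means maximum activity change above -50%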; further: on the % scale 0 is the no-effect control and ±100 the full control effect
#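 U2OS cells were transduced with wild-type KCNH2 virus (2.03 x 10^8 / mL) for 4 h at room temperature, then cultured overnight at 37 C. Thallium flux was read with FluxOr dye. Rate constants were normalized to DMSO controls.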
# TCR activator: T cell receptor activation. Potency, µM (top dose mostly 9.22 µM), inactives show top-dose activation of IL-2 secretion, most hits filed as activators. primary human leukocytes, anti-CD3, IL-2 HTRF, 48 h. AID 504894. 330,000 tested, under 10 active; further: % of control where 0% means no effect
#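 HTRF read-out of IL-2 secretion: europium cryptate donor excited at 320nm, d2 acceptor emission at 665nm. Cells were primary human leukocytes incubated 48 hr with compounds and a-CD3 beads, supplying TCR signal only.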
# Eya2 inh: Eya2 (human) phosphatase inhibition. hit rate 0.006% among 330,000. AID 488837. Potency, µM (titrated, usually from 76.9 µM), without a hit: top-dose activity, negative = inhibition, actives largely listed as inhibitors. O00167. recombinant Eya2, OMFP fluorescence dephosphorylation (OMFP is methylfluorescein phosphate); further: potency means the concentration at half of the fitted maximal effect; on the % scale 0 is the no-effect control and ±100 the full control effect
# Target sequence (O00167 whole entry, looked up): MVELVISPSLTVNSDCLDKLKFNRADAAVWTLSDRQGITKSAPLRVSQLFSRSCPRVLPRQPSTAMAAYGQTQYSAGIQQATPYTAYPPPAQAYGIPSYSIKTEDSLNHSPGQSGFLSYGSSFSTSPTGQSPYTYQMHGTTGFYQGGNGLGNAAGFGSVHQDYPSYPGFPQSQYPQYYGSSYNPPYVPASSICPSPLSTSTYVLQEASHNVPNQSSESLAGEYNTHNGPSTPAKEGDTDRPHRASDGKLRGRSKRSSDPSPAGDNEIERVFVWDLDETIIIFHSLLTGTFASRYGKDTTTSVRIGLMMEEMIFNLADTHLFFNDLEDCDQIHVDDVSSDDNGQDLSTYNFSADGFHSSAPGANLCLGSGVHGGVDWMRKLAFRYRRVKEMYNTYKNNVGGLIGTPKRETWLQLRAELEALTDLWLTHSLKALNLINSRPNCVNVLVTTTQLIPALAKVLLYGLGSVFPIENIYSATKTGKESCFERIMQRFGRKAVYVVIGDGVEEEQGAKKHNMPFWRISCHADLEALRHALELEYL
#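 Eya2 protein (added as 0.2 uM solution) was preincubated with compound for 10 min at ambient temperature in 50 mM HEPES pH 7.5, 50 mM NaCl, 5 uM MgCl2, 0.05% BSA, 1 mM DTT. OMFP (added at 50 uM) then reacted 10 min; fluorescence read at 485/525 nm.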
# TRPV1 ag: human TRPV1 agonism; Q8NER1; TRPV1-expressing cells, Fluo-8 calcium influx, agonist mode; activation, % at 8.33 µM; hit rate 0.19% among 320,000; in the data active means activation above about 80%; inconclusive means between about 30% and that limit; further: 0% is about no effect
#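 Cells expressing TRPV1 were dye-loaded with Fluo-8 and read kinetically: 10 s baseline, 3 min after compound (agonist portion), then 2 min after EC20 capsaicin (allosteric enhancer portion). Calcium-bound dye fluorescence at 480/520 nm.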
# AT treatment: potential ataxia-telangiectasia treatments restoring KAP-1 phosphorylation; […] A-T fibroblasts, KAP-1 phosphorylation AlphaLISA; neocarzinostatin DNA damage 30 min before lysis; Potency, µM (series often up to 57.5 µM), for inactives: at the top dose activation, hits mostly activators; hit rate 0.19% among 320,000; AID 485349; further: potency means the concentration at half of the fitted maximal effect; % of control where 0% means no effect; nearly all actives have a fitted effect of over 45% in size
#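 ATM-like activity read as KAP-1 phosphorylation via AlphaLISA donor/acceptor antibody pairs after lysis and 6 hr at 25C. Cells were ATM-null patient fibroblasts ([…], hTERT), dosed 60 min, then exposed to the DSB inducer NCS for 30 min.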
# ELG1 repair inh: blocks ELG1-dependent DNA repair in HEK293T cells | HEK293T ELG1-luciferase reporter, luminescence, 16 h; DNA damage induced by 5-fluorouridine | Potency, µM (doses to about 46.1 µM), for inactives: at the highest dose activity change, negative = inhibition, actives largely listed as inhibitors | hit rate 2.3% among 330,000; further: potency means the concentration at half of the fitted maximal effect; on the % scale 0 is the no-effect control and ±100 the full control effect; nearly all actives have a fitted effect of over 55% in size
#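 Luminescence from the luciferase reporter, measured 30 min after ONE-Glo reagent at room temperature, was the read-out. Beforehand, 2,000 cells per well were exposed for 16 hr at 37 °C to 5-fluorouridine together with compound or vehicle.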
# Starred values were filed as active, the others as inactive; ? = inconclusive; nt = not tested or not shown; [ ] = dose if it differs, or a comment. Unless noted, the call rests on the fitted dose curve; in most records, active means well fitted curve in the direction sought with a large enough effect; inconclusive means small, poorly fitted or top-dose-only effect, or another doubt; inactive means no such curve, though single readings can be large; an effect the other way counts as inactive or inconclusive. These rows are one share of the data. The share of hits here may be higher or lower than overall.
SMILES,Mito fusion yeast,TSHR antagonist,KCNH2 3.1 block,USP2a inh,hERG WT inh,TCR activator,Eya2 inh,TRPV1 ag,AT treatment,ELG1 repair inh
CN(C)C(=O)c1ccc(NC(=O)c2ccccc2Sc2ccccc2C#N)cc1,-19%,3,-1,3%,1,-9%[46.1 µM],2%,-4,12%,1%
Cc1ccc(C(=O)NCC(=O)OCc2nnc(-c3ccc([N+](=O)[O-])cc3)o2)s1,-1%,-9,0,1%,-12,0%,3%,3,-1%,3%
O=C(CSc1nc(-c2ccccc2)cs1)N1CCc2ccccc21,0%,7,-21,1%,2,4%,1%,0,7%,19%
CC(C)(C)NC(=O)/C(=C\c1ccco1)NC(=O)c1cccs1,0%,-6,25,3%,-18,-9%[46.1 µM],-5%,3,2%,-3%
O=C1C2C(c3ccccc3)CC=CC2[C@H](c2ccoc2)N1Cc1ccccc1 (stereo partly drawn),-59%[inhibitor],16,-5,7%,-36,0%,-3%,?,-3%,-13%
Nc1c(S(=O)(=O)c2ccccc2)c2nc3ccccc3nc2n1/N=C/c1ccco1,6%,-8,14,0%,-18,-1%,-34%,-2,0%,?
COc1ccc(CCNC(=O)CSc2ccc3nnc(CCNC(=O)c4ccccc4)n3n2)cc1OC,-1%,2,-6,2%,5,-7%,7%,-1,-2%,3%
O=C(Cc1ccc(F)cc1)N[C@@H]1c2ccccc2CC[C@H]1OCc1ccccc1,nt,-5,-8,-7%,0,-5%[46.1 µM],-5%,nt,6%,11%
O=C(Nc1nnc(-c2cccnc2)o1)c1cccc(Cl)c1,?,8,4,-6%,-20,13%,6%,1,-3%,16µM*
COc1cc(NC(=O)/C=C/c2ccccc2)c(C(=O)O)cc1OC,0%,-2,-5,6%,14,-2%,-3%,1,-11%,?
CCNC(=O)NC(=O)CSc1ccc(S(=O)(=O)N(C)C2CCCCC2)cn1,7%,-6,0,2%,-12,8%,15%,8,15%,-1%
COc1ccc(CN2C(=O)C(C)Nc3ncnc(N4CCOCC4)c32)cc1 (stereo not drawn),nt,-5,-12,1%,2,7%,-37%,nt,-6%,?
COc1cccc(-n2c(=O)n(Cc3ccccc3)c(=O)c3[nH]cnc32)c1C,-2%,0,3,0%,-2,1%,0%,4,0%,?
CCN(CC)c1ccc(NC(=O)C2CCCN(S(=O)(=O)c3cccnc3)C2)c(C)c1 (stereo not drawn),-1%,-13,4,0%,-7,-4%,-3%,?,-10%,?
COCCNc1cc(NCCOC)c([N+](=O)[O-])cc1[N+](=O)[O-],8%,4,8,3%,3,1%[46.1 µM],4%,-1,5%,6%

# Reprinted at random: 3 records from the list, in no set order.
SMILES,Mito fusion yeast,TSHR antagonist,KCNH2 3.1 block,USP2a inh,hERG WT inh,TCR activator,Eya2 inh,TRPV1 ag,AT treatment,ELG1 repair inh
CC(C)(C)NC(=O)/C(=C\c1ccco1)NC(=O)c1cccs1,0%,-6,25,3%,-18,-9%[46.1 µM],-5%,3,2%,-3%
COCCNc1cc(NCCOC)c([N+](=O)[O-])cc1[N+](=O)[O-],8%,4,8,3%,3,1%[46.1 µM],4%,-1,5%,6%
COc1ccc(CN2C(=O)C(C)Nc3ncnc(N4CCOCC4)c32)cc1 (stereo not drawn),nt,-5,-12,1%,2,7%,-37%,nt,-6%,?

# (list continues)
SMILES,Mito fusion yeast,TSHR antagonist,KCNH2 3.1 block,USP2a inh,hERG WT inh,TCR activator,Eya2 inh,TRPV1 ag,AT treatment,ELG1 repair inh
CC1(C)CC(=O)C(C(c2cccc([N+](=O)[O-])c2)C2C(=O)CC(C)(C)CC2=O)C(=O)C1,8%,-5,-13,3%,12,0%[46.1 µM],-17%,-2,-4%,6%
COc1cc(NC(=O)Cn2cnc(S(=O)(=O)N3CCC(C)CC3)c2)cc(OC)c1OC,0%,-7,-5,-1%,6,-7%,6%,-1,7%,0%
O=C(CSC1=Nc2ccccc2C2=NC(c3ccccc3)C(=O)N12)NCC1CCCO1 (stereo not drawn),0%,9,4,-4%,-10,-3%,6%,11,nt,20%
Cc1cccc(C)c1NC(=O)N1C2CCC1CC(O)(c1cccnc1)C2 (stereo not drawn),11%,7,4,0%,3,-4%,2%,-7,2%,-1%
Cc1ccccc1NC(=O)c1[nH]cnc1C(=O)NN,-3%,5,12,-9%,4,8%,-27%,-8,-14%,-1%
CC(C)c1ccccc1-n1c(-c2cccnc2)n[nH]c1=S,11%,-6,1,-1%,-5,nt,-9%,-1,2%,25%
COc1ccc(OC)c(N=C2C(=O)Nc3ccccc32)c1,-2%,-5,12,-1%,-3,3%,-9%,0,1%,-3%
COc1ccc(NC(=O)C2CCC(=O)N2S(=O)(=O)c2ccc(C)cc2)cc1Cl (stereo not drawn),-10%,13,-4,0%,-2,5%,-6%,20,0%,1%
O=C(O)c1cccc(NC(=O)C2CCCO2)c1 (stereo not drawn),0%,9,1,0%,7,1%,31%,-5,2%,2%
CCOC(=O)c1c(CC(C)C)csc1NC(=O)COC(=O)C1=NNC(=O)CC1,-22%,-4,-2,-3%,-4,-4%,-16%,8,6%,6%
C/C(=N/NC(=O)c1cccs1)c1cccc(N)c1,3%,6,7,-2%,-10,-3%,-12%,-1,4%,?
C=CCNC(=O)c1ccc2nc(-c3ccccc3)c(-c3ccccc3)nc2c1,9%,-4,-19,6%,-6,1%,-1%,29,5%,?
COc1ccc(S(=O)(=O)Nc2cc3[nH]c(=O)oc3cc2C)cc1,-6%,-4,4,-5%,-1,2%,?,1,6%,-16%
COCCn1c(-c2ccc(Cl)cc2)nc2oc3cc(OC)ccc3c(=O)c2c1=O,5%,-8,24,2%,23,-3%,-5%,3,-8%,-12%
COc1ccc(C2(C(=O)Nc3ccc(C)cc3)CCOCC2)cc1,0%,9,8,1%,4,4%,10%,-3,3%,-12%
COc1cccc(/C=C/C(=O)OCC(=O)NC(=O)NC2CCCC2)c1,8%,0,10,0%,-9,-12%,-12%,0,4%,8%
CC(C(=O)Nc1ccc(S(=O)(=O)N2CCCCC2)cc1)N1CCN(c2ccccn2)CC1 (stereo not drawn),1%,0,nt,2%,nt,nt,-1%,-1,-1%,-10%
O=C(CN1C(=O)NC2(CCCC2)C1=O)NNC(=O)c1ccc(Br)cc1,-6%,3,-5,0%,1,1%,-25%,0,-2%,7%
O=C(Nc1nc2ccccc2s1)c1cccc(N2C(=O)CCC2=O)c1,-2%,0,-6,0%,-3,6%,-19%,1,-1%,7%
C/C(=N\NC(=O)c1ccc2c(c1)OCCO2)c1ccccc1,-10%,-9,-2,-1%,0,-2%,-14%,19,5%,?
Nn1c(CN2CCCCC2)nc2ccccc2c1=O,-4%,5,-4,2%,3,-8%,17%,2,-5%,1%
COc1ccc(NC(=O)N2CCCC2C(=O)Nc2ccc(C)c(Cl)c2)cc1 (stereo not drawn),-4%,2,0,1%,-3,nt,-7%,3,5%,0%
Cc1ccc(NC(=O)C(=S)NCc2ccco2)cc1,0%,-8,-4,1%,-8,-1%,-5%,14,8%,?
O=C(NCCc1ccccc1)C(=O)N/N=C/c1ccccc1C(F)(F)F,2%,-5,-9,-1%,14,-21%,-4%,-1,0%,8%
N=C1/C(=C/c2ccco2)C(=O)N=C2SC(CC(=O)N3CCCC3)=NN12,-8%,-8,12,-1%,14,-3%,2%,1,-4%,?
COc1ccc2c(C)cc(SCC(=O)Nc3ncc(Cl)cc3Cl)nc2c1,-1%,151,-1,4%,3,-7%[46.1 µM],12%,0,5%,?
COCc1c(C(=O)N2CCN(S(=O)(=O)c3ccccc3Cl)CC2)oc2ccccc12,11%,5,-13,0%,-14,nt,13%,13,7%,10µM*
COc1ccc(N)cc1S(=O)(=O)Nc1ccccc1Cl,-4%,7,-1,-4%,18,15%,-8%,7,12%,?
COc1ccccc1NC(=O)CNC(=O)c1ccc([N+](=O)[O-])cc1,2%,-2,-6,1%,-5,-1%,-3%,1,1%,-2%
CS(=O)(=O)N1N=C(c2ccc3nccnc3c2)CC1c1ccccc1 (stereo not drawn),-2%,44,-7,9%,3,4%,4%,-4,12%,13%
O=C(Nc1ccccc1)N1CCc2ccccc2C1,0%,37,9,-10%,13,4%[46.1 µM],1%,3,nt,?
COc1ccc(-c2cc(C(F)F)n3ncc(C(=O)N4CCN5CCCC5C4)c3n2)cc1 (stereo not drawn),-7%,-9,-1,-1%,-12,0%,-1%,2,2%,?
COc1cc(/C=N/N=C2/SCC(=O)N2c2ccc(O)cc2)ccc1O,-5%,-1,45,1%,1,6%,10%,2,-1%,-14%
Fc1ccc(CSc2ncnc3sc4c(c23)CCCC4)cc1,-12%,-27,3,2%,-2,-3%,2%,4,8%,-10%
O=[N+]([O-])c1ccccc1/C=C/C=N/Nc1ccc(S(=O)(=O)Nc2ccc(Cl)cc2)cc1[N+](=O)[O-],-1%,-6,-12,1%,3,19%,-8%,-5,-2%,?
O=S(=O)(c1cccs1)N1CCN(Cc2cccc(F)c2)CC1,1%,7,17,1%,-1,1%,-8%,12,4%,9%
